# NTMT1 inhibitor: NTMT1 methyltransferase inhibition; Q9BV86; NTMT1 MTase-Glo SAH luminescence, purified enzyme; Potency, µM (highest dose often 114 µM), for the others: top-dose activity change, negative = inhibition, hits mostly inhibitors; 2.5% of 59,000 active;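 also: potency is read from the fitted curve at half-maximal effect; plate controls were DMSO vehicle for no effect and no enzyme for full effect; nearly all actives have a fitted effect of over 65% in size; many of its hits are not listed in these tables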
# PTAP-TSG101 blk: blocks PTAP binding to human TSG101, validation. Q99816. Fluorescence polarization, FITC-PTAP peptide/Tsg101, 20 min. Potency, µM (highest dose often 115 µM), for the others: top-dose activity change, negative = inhibition, usual class: inhibitors. 44,000 tested, under 10 active. AID 1347069; also: potency is read from the fitted curve at half-maximal effect; 0% is about no effect
#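 Read-out is FITC fluorescence polarization. Compounds were added to Tsg101 binding domain (10 uM final), then FITC-PTAP peptide (50 nM final), 20 min at r.t. Total S+P intensity flags fluorescent compounds.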
# FH mod: Identification of activators of human fumarate hydratase by quantitative high-throughput screening; Fumarate hydratase, mitochondrial (Homo sapiens), P07954; FH coupled MDH/diaphorase resazurin fluorescence, 15 min; Potency, µM (series often up to 79.9 µM), without a hit: at the top dose activity change, negative = inhibition, actives largely listed as inhibitors; 0.22% of 54,000 active; AID 1347055, 2019; also: potency is read from the fitted curve at half-maximal effect; % is scaled to controls: 0 for no effect and ±100 for the full control effect; the screen sought activators but most active calls are inhibition curves; nearly all actives have a fitted effect of over 45% in size
# Target sequence (P07954 whole entry, looked up): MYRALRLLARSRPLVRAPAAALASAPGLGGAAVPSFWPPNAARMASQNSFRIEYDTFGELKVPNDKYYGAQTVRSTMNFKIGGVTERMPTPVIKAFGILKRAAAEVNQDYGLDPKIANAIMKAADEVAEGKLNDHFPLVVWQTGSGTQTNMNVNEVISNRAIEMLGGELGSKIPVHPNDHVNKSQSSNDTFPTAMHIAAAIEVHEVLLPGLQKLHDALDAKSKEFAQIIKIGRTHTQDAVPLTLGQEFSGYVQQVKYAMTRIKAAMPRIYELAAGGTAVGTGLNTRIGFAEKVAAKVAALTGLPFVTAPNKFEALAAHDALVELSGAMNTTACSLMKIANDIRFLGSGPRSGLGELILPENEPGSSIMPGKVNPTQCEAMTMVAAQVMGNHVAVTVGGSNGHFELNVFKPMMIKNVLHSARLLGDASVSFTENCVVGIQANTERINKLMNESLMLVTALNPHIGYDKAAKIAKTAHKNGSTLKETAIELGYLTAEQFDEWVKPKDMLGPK
# B2AR arrestin ag: agonists recruiting beta-arrestin to human beta2-adrenergic receptor; Potency, µM (titrated, usually from 46.1 µM), for the others: at the highest dose activation, most hits filed as activators; AID 1347077; HTLA Tango cells, beta-arrestin recruitment, luciferase luminescence, 18 h; P07550; 44,000 tested, under 10 active;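 also: potency is read from the fitted curve at half-maximal effect; 0% = DMSO and full agonism = EC100 isoproterenol or metaproterenol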
# Target sequence (P07550 whole entry, looked up): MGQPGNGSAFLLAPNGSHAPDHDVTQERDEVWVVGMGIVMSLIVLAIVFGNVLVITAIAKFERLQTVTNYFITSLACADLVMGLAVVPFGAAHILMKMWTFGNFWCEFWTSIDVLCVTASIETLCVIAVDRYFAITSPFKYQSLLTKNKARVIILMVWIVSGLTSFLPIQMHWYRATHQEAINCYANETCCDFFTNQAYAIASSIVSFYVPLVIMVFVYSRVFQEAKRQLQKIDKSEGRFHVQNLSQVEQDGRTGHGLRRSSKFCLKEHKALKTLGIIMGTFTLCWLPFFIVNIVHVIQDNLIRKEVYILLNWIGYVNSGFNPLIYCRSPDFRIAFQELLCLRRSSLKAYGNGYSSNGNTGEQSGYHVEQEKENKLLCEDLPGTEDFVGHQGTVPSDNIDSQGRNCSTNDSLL
#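 Tango cells expressing recombinant beta2-AR and beta-arrestin were treated with compounds (up to 46 microM titration) in DMEM with 1% FBS for 18 hr at 37 degrees C. Beta-arrestin recruitment drove tTA-dependent luciferase, read by luminescence; curves were fitted and classed.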
# p53null 39C tox: selectivity test: cytotoxicity in p53 null cells, nonpermissive temperature | 0.97% of 55,000 active | AID 904 | H1299 p53-null (neo) cells, 39C, ATPlite viability, 24 h | Potency, µM (titrated, usually from 46.1 µM), for inactives: top-dose activity, negative = cell killing, actives largely listed as cytotoxic;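 also: potency is read from the fitted curve at half-maximal effect; 0% = DMSO only and -100% = full killing by 100 µM tamoxifen; nearly all actives have a fitted effect of over 50% in size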
#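 Concentration-response (up to 46 uM) was run for 24 h at the nonpermissive 39C on H1299-p53A138V or H1299-neo cells. ATP content was measured with ATPlite luminescence. AC50 values were Hill-modeled after normalizing between DMSO and 100 uM tamoxifen killing.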
# GALK inhibitor: GALK (human) enzyme inhibition | P51570 | recombinant GALK, Kinase-Glo ATP luminescence, 1 h | Potency, µM (series often up to 57.5 µM), inactives show top-dose activity, negative = inhibition, hits mostly inhibitors | 44,000 tested, under 10 active | AID 1347072;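 also: plate controls were full GALK reaction for no effect and reaction lacking GALK for full effect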
#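 Human GALK (5 nM) was incubated with 35 uM ATP and 100 uM galactose in 20 mM HEPES pH 8.0 with MgCl2, NaCl, DTT and BSA for 1 h at room temperature. Remaining ATP was measured by Kinase-Glo Plus luminescence.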
# p53null 32C kill: p53 null cell cytotoxicity, permissive temperature; H1299-neo p53 null cells, ATP luminescence, 24 h, 32C; 0.62% of 55,000 active; AID 903; Potency, µM (highest dose often 46.1 µM), for the others: top-dose activity change, negative = cytotoxicity, usual class: cytotoxic;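 also: potency is read from the fitted curve at half-maximal effect; 0% = DMSO only and -100% = full killing by 100 µM tamoxifen; nearly all actives have a fitted effect of over 55% in size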
#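 Cells lacking p53 (H1299-neo) are plated at 600 per well and allowed to settle overnight at 37C. Test compounds (up to 46 uM) are added and held 24 hours at 32C, then ATP is quantified by luminescence.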
# Numbers without * were called inactive; u = inconclusive; [ ] = dose if it differs, or a comment. Calls follow the shape of the dose curve; as a rule, active = well fitted curve in the direction sought with a large enough effect; inconclusive = small, poorly fitted or top-dose-only effect, or another doubt; inactive = no such curve, though single readings can be large; an effect the other way counts as inactive or inconclusive. Not all compounds are listed; rates above refer to the full screens.
1: CCC12CN3CC(CC)(CN(C1)C3c1c(C)[nH]c(=O)[nH]c1=O)C2=O (stereo not given)
2: O=C(Nc1ccc2c(c1)OCCO2)c1cccn(Cc2cccc(F)c2)c1=O
3: CCn1cc(C(=O)NCCc2ccc(OC)c(OC)c2)c(=O)c2cc(S(=O)(=O)N(C)C3CCCCC3)ccc21
4: Cc1cc(-n2c(/C=C/c3cccs3)nc3ccccc3c2=O)ccc1Br
5: Cc1ccc(NC(=O)Cn2cc(C(=O)c3ccccc3)c3ccccc32)c(C)c1
6: Cc1ccc(NC(=O)N(Cc2ccc3c(c2)OCO3)C2CCN(Cc3ccccc3)CC2)cc1Cl
screen / no.	1	2	3	4	5	6
p53null 39C tox	u	-2%	24%	19%	-8%	-24%
NTMT1 inhibitor	32%	2%	0%	-23%	24%	6%
p53null 32C kill	3%	-6%	31%[activator]	11%	2%	3%
FH mod	6%	u	u	-1%	-3%	-36%
GALK inhibitor	-4%	-3%	0%	1%	0%	1%
B2AR arrestin ag	0%	-2%	-2%	u	1%	0%
PTAP-TSG101 blk	2%	1%	-3%	-4%	-10%	0%

7: COc1ccccc1CNC(=O)CCNS(=O)(=O)c1ccc2c(c1)oc(=O)n2C
8: COc1cc2[nH]c(=O)n(-c3ccc(C)cc3)c(=O)c2cc1OC
9: Cc1ccc(S(=O)(=O)N2CCCc3cc(NS(=O)(=O)c4cc(C)ccc4C)ccc32)cc1
10: Cc1ccc(Cl)cc1N1CCN(C(=O)C2CCC(CNS(=O)(=O)c3cccs3)CC2)CC1 (stereo not given)
11: CCc1ccc(CNC(=O)C2CCN(C(=O)c3ccc(-n4c(C)cc5ccccc54)s3)CC2)cc1
12: Cc1ccccc1-c1nn2c(=O)cc(CN3CCN(C(=O)COc4ccccc4Cl)CC3)nc2s1
screen / no.	7	8	9	10	11	12
p53null 39C tox	-16%	9%	48%[activator]	20%	50%[activator]	2%
NTMT1 inhibitor	-4%	3%	11%	-11%	11%	1%
p53null 32C kill	u	2%	26%	46%[activator]	25%	2%
FH mod	-9%	-8%	u	-15%	-21%	-12%
GALK inhibitor	0%	-6%	-3%	4%	-1%	-1%
B2AR arrestin ag	-2%	0%	1%	-1%	0%	0%
PTAP-TSG101 blk	-2%	-5%	-11%	-4%	-4%	-5%

13: C=Cc1ccc(Cn2c(C)c(CNCCc3cc(OC)ccc3OC)c(C(=O)O)c2C)cc1
14: CCOc1ccc(/C=C/c2nc(C#N)c(NCc3ccccc3)o2)cc1
15: O=c1c2ccccc2nc(/C=C\c2ccccc2F)n1-c1ccc(O)cc1
16: CCOc1ccc(CN(CCc2ccc3c(c2)OCO3)Cc2ccc(C)cc2)cc1
17: CSc1ccc(C(c2c(O)c3ccccc3oc2=O)c2c(C)n(C)n(-c3ccccc3)c2=O)cc1 (stereo not given)
18: CCOc1ccc(CN(CCc2ccc3c(c2)OCO3)Cc2cccc(C)c2)cc1
screen / no.	13	14	15	16	17	18
p53null 39C tox	-11%	u	1%	8%	12%	9%
NTMT1 inhibitor	-1%	5%	-10%	-11%	-2%	-4%
p53null 32C kill	10%	-15%	1%	-19%	13%	-17%
FH mod	-1%	9%	2%	-29%	-8%	-18%
GALK inhibitor	7%	-4%	-2%	1%	-3%	0%
B2AR arrestin ag	-3%	6%	2%	-2%	-2%	1%
PTAP-TSG101 blk	-5%	-2%	-9%	-1%	-9%	-4%

19: CCCc1ccc(OCC(=O)Nc2ccc(Cl)cc2C(=O)c2ccccc2)cc1
20: COc1ccc(-c2nc(CN3C(=O)CN=C(c4ccccc4Cl)c4cc(Cl)ccc43)c(C)o2)cc1OC
21: Cc1cccc(Cn2cccc(C(=O)Nc3cc(C)on3)c2=O)c1
22: Cc1ccc(-n2c(/C=C/c3cccc4ccccc34)nc3ccccc3c2=O)cc1
23: CC(=O)c1ccc(N2CCN(c3ccc4cc(S(=O)(=O)N5CCCCC5)ccc4n3)CC2)cc1
24: Nc1c(C(=O)Nc2ccc(Cl)cc2)sc2nc3c(cc12)N1CCC3CC1
screen / no.	19	20	21	22	23	24
p53null 39C tox	-2%	-1%	-2%	4%	6%	-19%
NTMT1 inhibitor	-8%	10%	12%	3%	u	u
p53null 32C kill	7%	8%	2%	-6%	-6%	-23%
FH mod	0%	-21%	-1%	-2%	0%	-3%
GALK inhibitor	-1%	-11%	-2%	0%	1%	-4%
B2AR arrestin ag	0%	-2%	-2%	-1%	0%	1%
PTAP-TSG101 blk	1%	2%	4%	-8%	-3%	1%

25: COc1cccc(-n2c(/C=C/c3cccc(C)c3)nc3ccccc3c2=O)c1
26: Cc1ccc(OCC(=O)Nc2ccc(Cl)cc2C(=O)c2ccccc2)cc1
27: CCCc1nc(SC)ncc1C(=O)Nc1ccc(Cl)cc1C(=O)c1ccccc1
28: CCc1nc(SC)ncc1C(=O)Nc1ccc(Cl)cc1C(=O)c1ccccc1
29: O=C(Nc1cc2c(cc1C(=O)c1ccc(Br)cc1)OCCO2)c1ccc(Cl)cc1
30: COc1ccc(CCNC(=O)c2cnc3sc(N4CCCCCC4)nn3c2=O)cc1
screen / no.	25	26	27	28	29	30
p53null 39C tox	-24%	-4%	-19%	-6%	29%	-25%
NTMT1 inhibitor	12%	17%	-1%	-1%	-5%	-9%
p53null 32C kill	2%	2%	-15%	-1%	4%	u
FH mod	-19%	14%	-7%	-8%	5%	3%
GALK inhibitor	-2%	-3%	-6%	-4%	2%	8%
B2AR arrestin ag	-1%	0%	2%	0%	-1%	0%
PTAP-TSG101 blk	-6%	-2%	8%	-1%	-5%	-6%

31: CCCC1=Nc2cc(C(=O)NCCCN(CC)CC)ccc2Sc2ccccc21
32: CCOc1ccc2nc(NC(=O)c3cccn(Cc4ccccc4C)c3=O)sc2c1
33: Cc1cccc(CN2CC=C(c3noc(CCC(=O)Nc4ccc(C)c(F)c4)n3)CC2)c1
34: O=C(Cn1c(=O)oc2cc(S(=O)(=O)N3CCCCCC3)ccc21)NCc1ccccc1Cl
35: COc1ccc(CNC(=O)Cn2c(SCC(=O)Nc3ccc(C)c(C)c3)nc3ccccc32)cc1
36: CCn1cc2nc(SCc3ccccc3Cl)n(CCc3ccccc3)c(=O)c2n1
screen / no.	31	32	33	34	35	36
p53null 39C tox	-11%	0%	0%	15%	u	29%
NTMT1 inhibitor	u	-1%	14%	19%	4%	3%
p53null 32C kill	14%	-5%	-4%	36%[activator]	u	57%[activator]
FH mod	-12%	4%	u	-14%	0%	u
GALK inhibitor	3%	-6%	1%	1%	0%	0%
B2AR arrestin ag	1%	0%	0%	1%	0%	0%
PTAP-TSG101 blk	2%	0%	1%	-3%	-2%	2%

37: Cc1ccc(Cn2cccc(C(=O)Nc3ccc4c(c3)OCO4)c2=O)cc1
38: O=C(c1ccc2c(c1)N(Cc1ccc(F)cc1Cl)C(=O)c1ccccc1S2)N1CCC2(CC1)OCCO2
39: CCN(CC)C(=O)c1ccc(NC(=O)c2ccc(-c3nn(C)c(=O)c4ccccc34)cc2)cc1
40: Cc1ccccc1-n1c(/C=C/c2ccc(O)cc2)nc2ccccc2c1=O
41: O=C(NCCc1ccc(Cl)cc1)C(=O)NCC(c1cccs1)S(=O)(=O)c1cccs1 (stereo not given)
42: COc1ccc(NC(=O)CN2C(=O)C(C)N=C(c3ccccc3)c3ccccc32)cc1OC (stereo not given)
screen / no.	37	38	39	40	41	42
p53null 39C tox	35%[activator]	25%	-25%	-10%	u	25%
NTMT1 inhibitor	-10%	2%	1%	-2%	11%	-4%
p53null 32C kill	10%	11%	-9%	u	21%	11%
FH mod	-6%	u	-1%	-36%	-14%	-23%
GALK inhibitor	3%	-2%	4%	3%	-1%	9%
B2AR arrestin ag	-1%	3%	1%	0%	-3%	1%
PTAP-TSG101 blk	-5%	-3%	-3%	-1%	-3%	2%

43: COc1ccc(-n2c(/C=C/c3cccc(F)c3)nc3ccccc3c2=O)cc1Cl
44: CCCC1=Nc2cc(C(=O)NCCc3ccc(OC)cc3OC)ccc2Sc2ccccc21
45: Nc1c(C(=O)Nc2ccc(Br)cc2F)sc2nc3c(cc12)N1CCC3CC1
46: CCc1ccc(N(CC)C(=O)CCn2cnc3onc(-c4ccc(F)cc4)c3c2=O)cc1
47: Cc1cc(C)cc(-n2c(=O)[nH]c3ccccc3c2=O)c1
48: O=c1[nH]c2ccccc2c(=O)n1-c1ccc(Cl)c(Cl)c1
screen / no.	43	44	45	46	47	48
p53null 39C tox	-7%	8%	-8%	4%	-2%	14%
NTMT1 inhibitor	-1%	-21%	-13%	2%	15%	8%
p53null 32C kill	1%	37%[activator]	-26%	36%[activator]	-8%	-5%
FH mod	7%	-17%	3%	-29%	0%	2%
GALK inhibitor	0%	3%	-1%	1%	-6%	2%
B2AR arrestin ag	-1%	0%	-1%	-1%	-1%	0%
PTAP-TSG101 blk	-2%	2%	0%	-4%	0%	0%

# Exported tab-delimited: entries from further up
nr	Compound	p53null 39C tox	NTMT1 inhibitor	p53null 32C kill	FH mod	GALK inhibitor	B2AR arrestin ag	PTAP-TSG101 blk
46	CCc1ccc(N(CC)C(=O)CCn2cnc3onc(-c4ccc(F)cc4)c3c2=O)cc1	4%	2%	36%[activator]	-29%	1%	-1%	-4%
45	Nc1c(C(=O)Nc2ccc(Br)cc2F)sc2nc3c(cc12)N1CCC3CC1	-8%	-13%	-26%	3%	-1%	-1%	0%
43	COc1ccc(-n2c(/C=C/c3cccc(F)c3)nc3ccccc3c2=O)cc1Cl	-7%	-1%	1%	7%	0%	-1%	-2%
48	O=c1[nH]c2ccccc2c(=O)n1-c1ccc(Cl)c(Cl)c1	14%	8%	-5%	2%	2%	0%	0%
44	CCCC1=Nc2cc(C(=O)NCCc3ccc(OC)cc3OC)ccc2Sc2ccccc21	8%	-21%	37%[activator]	-17%	3%	0%	2%

# (continued)
49: CCN(c1ccccc1)S(=O)(=O)c1ccc(NC(=O)c2cc(=O)c3ccccc3o2)cc1
50: O=C(CN1C(=O)CN=C(c2ccccc2)c2ccccc21)Nc1cccc(C(F)(F)F)c1
51: Cc1ccc(-c2nc(CN3C(=O)CN=C(c4ccccc4)c4cc(Cl)ccc43)c(C)o2)cc1
52: CCOc1ccc(C(=O)Nc2cccc(C(=O)OCc3cc(=O)n4nc(C5CC5)sc4n3)c2)cc1
53: CCOC(=O)c1ccc(N2C(=O)c3n[nH]c(-c4cccs4)c3C2c2ccc(C(C)(C)C)cc2)cc1 (stereo not given)
screen / no.	49	50	51	52	53
p53null 39C tox	u	u	-12%	u	u
NTMT1 inhibitor	u	-9%	24%	-23%	8%
p53null 32C kill	-10%	62%[activator]	0%	-22%	33%[activator]
FH mod	-8%	u	-32%	-1%	u
GALK inhibitor	9%	7%	-11%	1%	0%
B2AR arrestin ag	0%	1%	-2%	0%	1%
PTAP-TSG101 blk	-2%	-7%	-1%	0%	-7%

# High-throughput results from PubChem BioAssay.
